High-throughput results (PubChem)
VLA-4 inh: inhibition in a human VLA-4 binding assay. P13612. VLA-4 expressing cells, ligand binding flow cytometry. inhibition, % (about 7 µM as worked out from the volumes in the protocol). 330,000 tested, 0.2% active. AID 2557; in the data active = inhibition above about 50%
Target sequence (P13612 whole entry, looked up): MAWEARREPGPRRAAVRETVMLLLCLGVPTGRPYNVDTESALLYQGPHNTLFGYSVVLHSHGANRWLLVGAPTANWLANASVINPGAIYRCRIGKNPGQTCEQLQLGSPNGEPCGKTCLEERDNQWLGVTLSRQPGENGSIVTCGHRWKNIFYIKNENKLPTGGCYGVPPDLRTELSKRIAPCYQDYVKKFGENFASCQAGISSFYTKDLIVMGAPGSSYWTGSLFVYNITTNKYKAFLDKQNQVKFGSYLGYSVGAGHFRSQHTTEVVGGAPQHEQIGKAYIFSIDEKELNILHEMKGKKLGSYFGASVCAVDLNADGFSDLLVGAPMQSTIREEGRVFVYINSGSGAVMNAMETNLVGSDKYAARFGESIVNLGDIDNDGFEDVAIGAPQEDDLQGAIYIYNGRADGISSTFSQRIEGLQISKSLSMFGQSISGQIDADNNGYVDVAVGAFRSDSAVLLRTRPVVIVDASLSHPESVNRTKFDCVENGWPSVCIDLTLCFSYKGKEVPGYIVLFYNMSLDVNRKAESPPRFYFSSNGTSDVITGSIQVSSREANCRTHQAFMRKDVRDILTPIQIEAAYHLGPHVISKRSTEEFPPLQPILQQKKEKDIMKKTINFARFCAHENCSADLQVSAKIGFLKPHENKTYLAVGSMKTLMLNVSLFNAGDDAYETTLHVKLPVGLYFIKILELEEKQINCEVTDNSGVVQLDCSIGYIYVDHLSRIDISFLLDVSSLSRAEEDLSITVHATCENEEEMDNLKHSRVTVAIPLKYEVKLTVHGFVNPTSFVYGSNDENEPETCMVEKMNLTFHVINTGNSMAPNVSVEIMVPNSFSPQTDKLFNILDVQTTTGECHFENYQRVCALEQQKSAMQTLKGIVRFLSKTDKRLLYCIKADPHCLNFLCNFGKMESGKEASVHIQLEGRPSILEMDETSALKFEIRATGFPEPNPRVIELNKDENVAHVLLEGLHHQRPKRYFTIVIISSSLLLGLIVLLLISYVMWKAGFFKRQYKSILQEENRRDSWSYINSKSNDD
GRK2 inh: human GRK2 inhibition via aptamer displacement | AID 488847 | 330,000 tested, 0.59% active | bead flow cytometry, FAM-aptamer displacement from GRK2 | inhibition of aptamer binding, % at 10 µM;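 active = inhibition of aptamer binding above 40%, roughly 3 SD of noise, on plates passing a quality check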;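 also: median bead fluorescence of bound FAM aptamer so fluorescent compounds give negative values; no value below 0 was filed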
JMJD2C inh: inhibitors of human GASC-1 (JMJD2C) demethylase. inhibition, % at 2.35 µM. 330,000 tested, 0.069% active. GST-JMJD2C(1-420) H3K9me3 demethylation, DELFIA europium;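 active = more than half of a compound's replicate wells show inhibition beyond 50%, single wells judged on their own value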;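 also: signal counts dimethyl H3K9 product captured on neutravidin plate; 0% = median of DMSO wells and 100% = 0.3 times that DMSO median; strong numbers were not always called active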
MEP2-GFP yeast: alters MEP2-GFP fluorescence in TOR pathway yeast screen; 330,000 tested, 0.51% active; S. cerevisiae MEP2-GFP strain, flow cytometry GFP, 3 h; 100% = DMSO control level; GFP response vs DMSO, % at 10 µM;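 active = GFP response versus DMSO above a set limit, roughly screen mean plus 3 SD, cut at about 180% in these data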;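 also: median GFP fluorescence of the barcode-gated MEP2-GFP cells per well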
LAP4-GFP MLPCN: yeast TOR pathway LAP4-GFP modulation | S. cerevisiae LAP4-GFP multiplex, flow cytometry GFP, 3 h; median GFP as percent of DMSO wells | GFP response vs DMSO, % at 10 µM | 320,000 tested, 0.34% active;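 active = GFP response vs DMSO above a set limit, about the screen mean plus 3 SD, cut at about 150% in these data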
CIT2 TOR yeast: modulators of TOR pathway CIT2-GFP in S. cerevisiae; S. cerevisiae CIT2-GFP strain, flow cytometry, 3 h; 100 means same as DMSO wells; GFP response vs DMSO, % at 10 µM; 320,000 tested, 0.065% active; AID 2029;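 active = GFP response relative to DMSO above a set limit, near the screen mean plus 3 SD, cut at about 150% in these data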;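 also: ratio of well median GFP fluorescence to mean of DMSO wells on the plate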
RPL19A-GFP yeast: alters RPL19A-GFP fluorescence in TOR pathway yeast screen; S. cerevisiae RPL19A-GFP strain, flow cytometry, 3 h; hits give low values; percent response vs DMSO, % at 10 µM; 330,000 tested, 0.3% active; AID 2025;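 active = percent response vs DMSO below 50%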;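 also: median channel GFP fluorescence of the barcoded RPL19A-GFP strain; ratio of sample median GFP to plate DMSO average so 100% = DMSO; lower means less RPL19A-GFP as with rapamycin TOR inhibition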
AGP1 TOR yeast: modulators of TOR pathway AGP1-GFP in S. cerevisiae. S. cerevisiae AGP1-GFP multiplex flow cytometry, 3 h; GFP as percent of DMSO wells. GFP response vs DMSO, % at 10 µM. 320,000 tested, 0.02% active. AID 2066;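 active = GFP response relative to DMSO above a set limit, near screen average plus 3 SD, cut at about 150% in these data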;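 also: median GFP channel fluorescence of the gated AGP1 strain per well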
Starred values were filed as active, the others as inactive; i = inactive; · = not tested or not shown.

Each structure is followed by: VLA-4 inh, GRK2 inh, JMJD2C inh, MEP2-GFP yeast, LAP4-GFP MLPCN, CIT2 TOR yeast, RPL19A-GFP yeast, AGP1 TOR yeast
(1) Cc1ccc2c(CSc3nnc(N)s3)cc(=O)oc2c1
  -28, 2, -6, 103, 102, 95, 100, 98
(2) CCOc1ccc(NC(=O)CN(C)C(=O)/C=C/c2ccco2)cc1OCC
  2, 3, 10, 94, 99, 102, 96, 97
(3) COc1cc(-c2nnc(-c3ccc(N4CCOCC4)cc3)o2)cc(OC)c1OC
  3, 7, -9, 102, 104, 92, 98, 101
(4) CC1(C)C(=O)N(c2ccccc2Cl)C(=O)c2ccccc21
  -2, 0, 10, 97, 97, 102, 93, 87
(5) CC(C)CC(=O)N1CCN(Cc2ccccc2Br)CC1
  1, 0, -7, 98, 89, 102, 99, 101
(6) Cn1nc(C(F)(F)F)c(CNC(=O)C(C)(C)CCl)c1N1CCOCC1
  7, 2, -5, 107, 105, 100, 100, 104
(7) O=C(Cc1cccs1)N(Cc1cccs1)C1(C(=O)NC2CCCC2)CCCCC1
  18, 1, 5, 104, 96, 94, 98, 106
(8) COc1ccc(NC(=S)N2CCC(c3ccc(C)cc3)C2)cc1 (stereo not drawn)
  7, 2, -10, 108, 111, 93, 100, 95
(9) COc1ccccc1/C=C(/C(=O)OCC(=O)N(C)Cc1ccccc1)c1ccccc1
  10, 0, -5, 102, 82, 95, 99, 90
(10) CS(=O)(=O)Nc1ccc(C(=O)Nc2cccc([N+](=O)[O-])c2)cc1
  9, 4, i, 102, 94, 96, 96, 100
(11) O=c1[nH]c(Cn2nnc(-c3ccccc3)n2)nc2scc(-c3ccccc3)c12
  0, 0, -14, 93, 90, 102, 94, 99
(12) Cc1nn(C)c(C)c1S(=O)(=O)N(CC(=O)N1CCc2ccccc21)c1ccc(C(C)C)cc1
  0, 0, -9, 106, 98, 97, 99, 102
(13) O=C(NCc1ccccc1CN1CCCCC1)c1ccccc1N1CCCC1=O
  -4, 0, 7, 100, 96, 98, 99, 104
(14) O=S(=O)(c1ccc(OCC(O)CN2CCCC2)cc1)N1CCOCC1 (stereo not drawn)
  -1, 0, i, 96, 96, 101, 99, 103
(15) CCOC(=O)c1cn[nH]c1C(F)(F)F
  4, 2, -18, 88, 97, 88, 90, 91
(16) O=C(Nc1ccc(F)c(S(=O)(=O)N2CCOCC2)c1)C1CCCCC1
  34, 5, 2, 104, 105, 111, 107, 114
(17) CC(C(=O)N1CCN(Cc2ccc3c(c2)OCO3)CC1)n1cc([N+](=O)[O-])cn1 (stereo not drawn)
  6, 1, 2, 100, 101, 101, 100, 102
(18) Cn1cnnc1SCC(=O)NC(=O)NCc1ccccc1
  16, 0, ·, 92, 99, 93, 93, 99
(19) O=C(CCC1CCCN(C(=O)CCN2CCCCC2=O)C1)NCc1ccccc1F (stereo not drawn)
  26, 17, 16, 100, 99, 93, 101, 94
(20) CCOC(=O)c1sc(NC(=O)C(CC)OC(=O)C(CC(C)C)NC(=O)c2ccccc2)nc1C (stereo not drawn)
  1, 0, -7, 105, 98, 107, 95, 102
(21) CC(=O)N1SC(N)=NC1c1ccccc1 (stereo not drawn)
  -11, 0, -5, 110, 104, 105, 102, 106
(22) O=C(Cn1cnc2ccccc2c1=O)NNC(=O)c1cccc([N+](=O)[O-])c1
  0, 0, 5, 101, 100, 96, 102, 105
(23) CCOC(=O)c1csc(N/N=C2\CCCc3ccccc32)n1
  -28, 0, 24, 105, 94, 113, 109, 99
(24) O=S(=O)(c1cccs1)N1CN(CC2CCCO2)c2nc3ccccc3nc21 (stereo not drawn)
  -11, 0, 6, 102, 98, 96, 99, 97
(25) COc1cccc(NC(=O)Nc2ccccc2SC)c1
  4, 2, -5, 97, 99, 100, 102, 94
(26) CCOC(=O)c1ccc(NC(=S)NNC(C)(C)C)cc1
  1, 0, -4, 100, 99, 97, 98, 101
(27) CCC(C)(C(=O)NC1CCCCC1)N(C)C(=O)c1ccccn1 (stereo not drawn)
  5, 1, 5, 104, 108, 114, 110, 121
(28) O=C(NCC1CCCN1S(=O)(=O)c1cccs1)C(=O)Nc1ccc(F)cc1F (stereo not drawn)
  13, 0, -1, 98, 104, 87, 97, 107
(29) CCOc1ccc(NC(=O)Cn2nnc(C(=O)NCc3ccc4c(c3)OCO4)c2N)cc1
  20, 0, 18, 92, 82, 94, 91, 91
(30) Cc1ccc(S(=O)(=O)N2CCCCC2)cc1NC(=O)CN1C(=O)CN(C)C1=O
  0, 0, 4, 93, 108, 90, 97, 104

2 entries from above, with the structure last.
entry	VLA-4 inh	GRK2 inh	JMJD2C inh	MEP2-GFP yeast	LAP4-GFP MLPCN	CIT2 TOR yeast	RPL19A-GFP yeast	AGP1 TOR yeast	structure
28	13	0	-1	98	104	87	97	107	O=C(NCC1CCCN1S(=O)(=O)c1cccs1)C(=O)Nc1ccc(F)cc1F (stereo not drawn)
29	20	0	18	92	82	94	91	91	CCOc1ccc(NC(=O)Cn2nnc(C(=O)NCc3ccc4c(c3)OCO4)c2N)cc1

Further records
Each structure is followed by: VLA-4 inh, GRK2 inh, JMJD2C inh, MEP2-GFP yeast, LAP4-GFP MLPCN, CIT2 TOR yeast, RPL19A-GFP yeast, AGP1 TOR yeast
(31) CC1(C)O[C@H]2CC(=O)OC[C@]23[C@H]2CC[C@@]4(C)[C@H](c5ccoc5)OC(=O)[C@H]5O[C@]54[C@]2(C)[C@@H](O)C[C@@H]13
  0, 0, -1, 94, 106, 97, 99, 98
(32) Cc1c(Cl)cccc1NC(=O)C1CCN(c2cnccn2)CC1
  -11, 0, -147, 102, 102, 109, 104, 103
(33) COc1ccc(-n2nnc3c(=O)n(CC(=O)N4CCCc5ccccc54)cnc32)cc1
  -6, 0, -10, 102, 100, 95, 96, 95
(34) Cc1cc(OCC(=O)N2CCC(C(N)=O)CC2)c2c(C)c(C)c(=O)oc2c1
  14, 0, 4, 86, 94, 95, 96, 98
(35) Cc1ccccc1OC(=O)C1C(c2ccccc2)C(C(=O)O)C1c1ccccc1 (stereo not drawn)
  2, 1, -10, 103, 104, 100, 101, 101
(36) N#C/C(=C\c1ccc(Br)s1)C(=O)N1CCN(c2ccccc2)CC1
  22, 1, -31, 98, 102, 95, 101, 98
(37) Cc1cc(C(=O)CCC(=O)N2CCN(c3ccccc3)CC2)c(C)s1
  7, 0, 1, 92, 97, 88, 89, 93
(38) Cc1ccc(NC(=S)NNC(=O)CSc2nc3ccccc3c(=O)n2-c2ccc(C)cc2)cc1
  23, 2, -2, 93, 84, 85, 90, 89
(39) Oc1[nH]c(=S)sc1C=C1N=c2ccccc2=N1
  -18, 2, -7, 100, 101, 95, 99, 107
(40) CC(OC(=O)c1cccc(-n2cnnn2)c1)C(=O)Nc1ccc(F)cc1Cl (stereo not drawn)
  -8, 1, 7, 104, 101, 100, 95, 105
(41) CCOC(=O)N1CCN(C(=O)CN(C2CCCCC2)S(=O)(=O)c2ccc(F)cc2)CC1
  -154, 0, 3, 100, 99, 90, 95, 96
(42) Cc1ccc(S(=O)(=O)NCC(=O)N(CC2CCCO2)C(C(=O)NC2CCCCC2)C(C)C)cc1 (stereo not drawn)
  -2, 1, -2, 104, 96, 108, 105, 107
(43) S=c1[nH]nc(-c2cc(-c3ccccc3)n[nH]2)n1/N=C/c1ccccc1
  7, 0, -6, 100, 103, 98, 99, 109
(44) Cc1ccc(NC(=O)NC2CCCCC2)c(C)c1
  9, 0, -6, 107, 100, 103, 104, 107
(45) CC(C)C(=O)Nc1ccc(C(=O)c2ccccc2)cc1
  12, 4, 2, 95, 102, 76, 84, 71
(46) CCC(C)C(=O)Nc1ccccc1N1CCN(c2ccc(F)cc2)CC1 (stereo not drawn)
  -3, 3, 2, 105, 87, 100, 102, 95
(47) CC(=O)OCc1cc(=O)n(C)c(=O)n1C
  4, 0, -7, 101, 95, 101, 101, 99
(48) O=C(CCc1nnc2ccc(N3CCC4(CC3)OCCO4)nn12)Nc1cc(F)ccc1F
  2, 3, -8, 99, 99, 101, 102, 101
(49) O=c1c(Cc2ccc(F)cc2)c(O)ccn1CCCn1ccnc1
  25, 2, 2, 105, 88, 96, 99, 99
(50) COc1ccc(C(=O)NCC(=O)N/N=C/c2ccc([N+](=O)[O-])s2)cc1OC
  5, 0, -8, 98, 95, 101, 102, 98
(51) COc1ccccc1N1CCN(C(=O)c2cc3cc(Cl)ccc3[nH]2)CC1
  -2, 0, -15, 101, 85, 101, 101, 94
(52) CCN(CC(=O)Nc1ccccc1C(F)(F)F)C(=O)CSCc1c(C)noc1C
  -1, 0, -2, 95, 104, 95, 99, 110
(53) CCOC(=O)C1CCCN(CCC(C)c2ccccc2)C1 (stereo not drawn)
  7, 78*, 1, 104, 103, 105, 104, 108
(54) N#Cc1c(NC(=O)CN2CCN(S(=O)(=O)c3ccc4c(c3)OCCO4)CC2)sc2c1CCC2
  0, 0, 3, 100, 107, 98, 106, 105
(55) CCOc1ccccc1NC(=O)CSc1nnc(-c2cnccn2)n1CC
  -2, 0, 19, 100, 91, 99, 96, 101
(56) COCCSc1ccccc1C(=O)Nc1ccncc1
  26, 0, 20, 101, 95, 97, 95, 94
(57) CC(C)C(OC(=O)c1cccc(S(=O)(=O)NCC(F)(F)F)c1)C(=O)NC(N)=O (stereo not drawn)
  2, 7, 20, 109, 112, 109, 104, 111
(58) Cn1c(CN2CCOCC2)nnc1SCC(=O)Nc1cc(Cl)ccc1Cl
  -6, 2, 0, 103, 96, 101, 104, 92
(59) COC(=O)CSc1nnc(SCc2ccc(OC)cc2)s1
  0, 0, 3, 63, 88, 90, 92, 89
(60) O=C(CCNC(=O)Cn1ccc2ccccc2c1=O)NCCc1ccccc1Cl
  14, 4, -3, 111, 102, 104, 103, 107

Look-ups from the entries so far.
#41 @ AGP1 TOR yeast = 96
#46 @ GRK2 inh = 3

(further entries)
Each structure is followed by: VLA-4 inh, GRK2 inh, JMJD2C inh, MEP2-GFP yeast, LAP4-GFP MLPCN, CIT2 TOR yeast, RPL19A-GFP yeast, AGP1 TOR yeast
(61) O=C(Nc1ccc(Oc2ccccc2)nc1)C1CCN(Cc2ccccc2)CC1
  16, 0, 0, 101, 92, 107, 101, 98
(62) CC(C)(C)NC(=O)COC(=O)c1ccc(Cl)nc1
  9, 0, 18, 112, 103, 103, 102, 108
(63) CCOC(=O)C(=O)Nc1ccc(S(=O)(=O)Nc2nccs2)cc1
  14, 2, 0, 108, 104, 102, 107, 78
(64) CCCCCCNC(=O)Cc1nc2nc(C)cc(C)n2n1
  2, 0, -2, 107, 103, 117, 105, 107
(65) O=C(NNC(=S)Nc1ccccc1)C1CCCCC1
  8, 0, 1, 98, 106, 95, 94, 98
(66) Cc1ccn(C(=O)c2cc3cc(Cl)ccc3oc2=O)n1
  12, 0, -5, 108, 106, ·, 108, 109
(67) CCOC(=O)c1c(NC(=O)CSc2nnc(Cc3ccccc3)o2)sc(C(C)=O)c1C
  24, 0, 18, 96, 104, 90, 95, 92
(68) CCn1nnc(-c2ccccc2NC(=O)C(F)(F)F)n1
  -8, 2, 3, 97, 94, 100, 93, 100

Hits appear at their usual frequency. Share with any hit: about 1.7%.
